High-throughput results (PubChem BioAssay)
Ba/F3 V617F tox = reduce viability of Ba/F3 cells dependent on JAK2V617F; inhibition, % at 5.6 µM; AID 1446; actives 1.1% (n = 220,000); Ba/F3 EpoR-JAK2V617F viability, ATP luminescence;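 active = inhibition above the campaign mean plus 3 SD over all tested compounds, cut at about 24% in these data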;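 note: cytokine-independent growth of Ba/F3 cells driven by EpoR plus mutant JAK2; 0% = DMSO-treated cells and 100% = JAK inhibitor I control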
EP2 mod = modulates human prostaglandin E2 receptor EP2 signaling; P43116; EP2-expressing cells, cAMP HTRF FRET, PGE2 co-stimulation; induction, % at 25 µM; actives 0.83% (n = 260,000); AID 940;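 active = compounds whose cAMP rise, as percent of the full-agonist control response, exceeds 60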;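 note: rat C6 glioma line stably carrying human EP2 under a CMV promoter; the protocol text gives 20 µM as final concentration; 100% = response of wells given 1 µM PGE2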
S1P4 agonist = agonists of human S1P4 receptor | activation, % at 4.98 µM | S1P4-expressing cell line, agonist reporter assay | actives 0.35% (n = 220,000); in the data active = activation above about 11%;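 note: 0% = DMSO vehicle and 100% = reference agonist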
PERK inhibitor = blocks human PERK kinase; CHO PERK-DD fusion, SEAP luminescence translation reporter; Q9NZJ5; inhibition, % at 5.6 µM; actives 0.17% (n = 220,000);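 active = inhibition above the mean inhibition of all tested compounds plus 3 SD, set separately per screening campaign, cut at about 2.9% in these data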;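 note: PERK kinase domain activated by AP20187 dimerizer at 100 nM; 0% = DMSO with dimerizer and 100% = rapamycin at 8.4 µM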
Target sequence (Q9NZJ5 whole entry, looked up, the tested form may be a part): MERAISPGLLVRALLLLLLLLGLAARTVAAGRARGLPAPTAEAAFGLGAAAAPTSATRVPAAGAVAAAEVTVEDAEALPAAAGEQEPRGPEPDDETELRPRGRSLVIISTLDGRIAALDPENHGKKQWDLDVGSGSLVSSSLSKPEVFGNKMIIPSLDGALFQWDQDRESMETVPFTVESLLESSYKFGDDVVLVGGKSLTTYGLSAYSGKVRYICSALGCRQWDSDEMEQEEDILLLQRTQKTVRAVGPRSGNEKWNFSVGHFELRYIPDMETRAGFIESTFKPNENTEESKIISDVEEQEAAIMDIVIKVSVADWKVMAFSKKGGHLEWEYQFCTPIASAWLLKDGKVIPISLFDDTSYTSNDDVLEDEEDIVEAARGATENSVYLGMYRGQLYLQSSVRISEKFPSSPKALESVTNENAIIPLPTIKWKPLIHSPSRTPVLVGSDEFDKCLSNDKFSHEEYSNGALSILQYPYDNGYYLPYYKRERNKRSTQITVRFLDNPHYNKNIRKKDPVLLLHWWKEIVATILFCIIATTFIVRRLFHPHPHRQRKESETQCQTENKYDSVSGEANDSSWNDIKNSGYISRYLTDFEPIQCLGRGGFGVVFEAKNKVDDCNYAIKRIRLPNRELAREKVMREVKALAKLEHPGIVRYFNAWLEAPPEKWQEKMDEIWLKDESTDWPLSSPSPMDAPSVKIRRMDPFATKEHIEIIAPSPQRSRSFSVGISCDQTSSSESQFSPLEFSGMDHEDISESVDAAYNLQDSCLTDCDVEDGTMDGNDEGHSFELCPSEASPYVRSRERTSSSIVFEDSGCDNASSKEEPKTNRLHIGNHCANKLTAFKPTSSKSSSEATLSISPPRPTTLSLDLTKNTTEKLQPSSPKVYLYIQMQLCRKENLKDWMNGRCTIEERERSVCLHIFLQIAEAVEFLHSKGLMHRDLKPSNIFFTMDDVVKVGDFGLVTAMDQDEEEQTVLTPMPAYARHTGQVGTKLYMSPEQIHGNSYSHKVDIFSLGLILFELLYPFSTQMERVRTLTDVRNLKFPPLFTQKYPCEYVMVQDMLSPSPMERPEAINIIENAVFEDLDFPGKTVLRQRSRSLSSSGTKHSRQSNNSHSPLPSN
TRPML3 ag = human mucolipin-3 channel agonism; HEK293 TRPML3-YFP, Fluo-8 calcium fluorescence; 100% = the carbachol control signal; activation, % at 3 µM; actives 0.29% (n = 220,000);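 active = activation above its plate's cutoff, the mean activation of the plate's test wells plus 3 SD, cut at about 12% in these data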;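 note: 0% = DMSO only wells and 100% = carbachol wells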
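Test system – HEK293 line with stable expression of human TRPML3-YFP channel · Control set – carbachol 87 µM final as high control (100%), DMSO as low control (0%) · Signal – Fluo-8 calcium dye fluorescence, ex 470-495, em 515-575 nm · Incubation – 1-h 37 °C dye load, 5-s basal, 120-s post-compound reads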
Calpain2 inh = calpain II (pig) inhibition. purified calpain II, fluorogenic peptide substrate, 30 min. actives 0.37% (n = 220,000). inhibition, % at 16 µM. AID 1236;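 active = inhibition above about 50%, limit read from the data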
S1P4 antag = antagonists of human S1P4 receptor | O95977 | S1P4-expressing cells, antagonist mode, reporter read-out | inhibition, % at 4.98 µM | actives 0.26% (n = 220,000) | AID 1510; in the data active = inhibition above about 29%;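 note: 0% = wells stimulated with agonist and 100% = vehicle wells without agonist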
BaF3 parental = parental Ba/F3 viability inhibition as JAK2V617F counter-screen; inhibition, % at 5.6 µM; actives 1.1% (n = 220,000); AID 1486; CellTiter-Glo ATP luminescence;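 active = inhibition above a per-campaign cutoff, the mean inhibition of all tested compounds plus 3 SD, cut at about 27% in these data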;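 note: 0% = DMSO wells and 100% = JAK Inhibitor I control wells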
zfTRPN1 agonist = agonists of zebrafish TRPN1 channel. HEK293 zebrafish TRPN1-YFP, Fluo-8 calcium fluorescence; 100% = response to 87 µM carbachol. activation, % at 3 µM. actives 0.18% (n = 220,000). AID 1424;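 active = activation above its plate's cutoff, the mean activation of test wells on that plate plus 3 SD, cut at about 19% in these data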;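 note: 0% = DMSO alone and 100% = 87 µM carbachol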
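System: zebrafish TRPN1-YFP in HEK293 cells / Dosing: 3 µM single point / Timing: dye loading 1 h at 37 °C, then 30 min room temperature / Signal: Fluo-8 calcium fluorescence, excitation 470-495 nm, emission 515-575 nm / Read-out basis: percent activation from peak over basal fluorescence ratio, control-normalized / Control set: high carbachol 87 µM, low DMSO alone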
The depositor's hits bear a star; & = joins results of further samples.

Screens by letter: A = Ba/F3 V617F tox; B = EP2 mod; C = S1P4 agonist; D = PERK inhibitor; E = TRPML3 ag; F = Calpain2 inh; G = S1P4 antag; H = BaF3 parental; I = zfTRPN1 agonist
smiles: COCCn1c(SCC(=O)Nc2ccccc2OC)nc2c(oc3ccccc32)c1=O
  A = -2 | B = -41 | C = -1.5 | D = -1.0 | E = -0.2 | F = 27 | G = 6 | H = 2 | I = -0.4
smiles: Clc1ccc2c(c1)-c1nnc(Br)n1-c1ccccc1S2
  A = -3 | B = 33 | C = 2.1 | D = 0.0 | E = -1.3 | F = -5 | G = -3 | H = 1 | I = -1.7
smiles: Cc1[nH]nc2c1C1(CCN(C(=O)c3ccccc3)CC1)C(C#N)=C(N)O2
  A = 4 | B = -5 | C = -0.3 | D = -0.1 | E = 1.1 | F = -1 | G = -9 | H = 3 | I = 0.4
smiles: Cc1ccc(-c2cccc(OC(=O)c3ccccc3F)c2)cc1
  A = -5 | B = 9 | C = 0.8 | D = 0.5 | E = 0.1 | F = -3 | G = 1 | H = 0 | I = -0.6
smiles: CN(CCCNC(=O)c1cccc(N2CCCC2=O)c1)c1ccccc1
  A = -5 | B = 11 | C = 1.0 | D = -0.5 | E = -0.6 | F = 24 | G = -9 | H = 2 | I = 0.3
smiles: OC(CN1C2=NCCCN2c2ccccc21)c1ccc(Cl)cc1 (centres undefined)
  A = 1 | B = 5 | C = 1.4 | D = 0.3 | E = 0.5 | F = 6 | G = 6 | H = 8 | I = 0.8
smiles: CNC(=S)N1CCc2sccc2C1C (centres undefined)
  A = -3 | B = 14 | C = -0.2 | D = 1.6 | E = 0.6 | F = -16 | G = -1 | H = 0 | I = 1.3
smiles: CCOC(=O)c1c(NC=O)sc2c1CCC2
  A = -1 | B = 32 | C = -3.8 | D = 0.0 | E = 0.9 | F = 11 | G = 2 | H = 6 | I = -0.5
smiles: COC(=O)CN1C(=O)N/C(=C/c2ccc(OC)c(C)c2OC)C1=O
  A = -1 | B = -31 | C = -0.5 | D = 0.8 | E = -0.7 | F = 18 | G = -5 | H = 4 | I = -1.4
smiles: COCCCN1CN=C(Nc2nc3ccccc3o2)NC1
  A = 2 | B = 21 | C = 0.1 | D = 0.6 | E = -2.9 | F = 17 | G = -9 | H = 6 | I = 1.3
smiles: CCCCCCCC1CC(CSC(=N)N)OC1=O (centres undefined)
  A = 0 | B = -50 | C = 0.8 | D = 0.4 | E = 0.8 | F = 8 | G = -6 | H = 3 | I = 1.4
smiles: CSc1nc(-c2ccccc2)nc(C(Cl)Cl)n1
  A = -1 | B = 46 | C = 1.1 | D = 0.7 | E = 0.8 | F = 1 | G = -4 | H = -2 | I = 1.5
smiles: Cn1c(=O)c2[nH]c(-c3ccccc3)c(O)c2n(C)c1=O
  A = 3 | B = -1 | C = 4.0 | D = -0.1 | E = 5.5 | F = 7 | G = -10 | H = 5 | I = 4.2
smiles: Cc1ccc(Cl)cc1N1CCN(S(=O)(=O)c2c(C)[nH]c(=O)[nH]c2=O)CC1
  A = 6 | B = 7 | C = -1.0 | D = -0.5 | E = -0.8 | F = 33 | G = -10 | H = 3 | I = -0.7
smiles: Cc1cccc(N2CCN(C(=O)Cc3ccc(Br)cc3)CC2)c1C
  A = -1 | B = 17 | C = -2.0 | D = 0.2 | E = -0.3 | F = 22 | G = -7 | H = 3 | I = -1.8
smiles: CC1CC(C(F)F)n2nc(C(=O)O)cc2N1 (centres undefined)
  A = -6 | B = 24 | C = -2.2 | D = 1.6 | E = 1.0 | F = 8 | G = 12 | H = 1 | I = 2.5
smiles: CCCOc1cccc(NC(=O)c2c(-c3ccccc3)noc2C)c1
  A = -2 | B = 25 | C = -4.5 | D = -0.3 | E = -1.5 | F = 20 | G = -6 | H = 1 | I = -2.7
smiles: CN(C)C(=O)c1cccn1-c1ncc(C(F)(F)F)cc1Cl
  A = 0 | B = 10 | C = 1.3 | D = -0.3 | E = -0.5 | F = -22 | G = -17 | H = 0 | I = -0.4
smiles: Cc1onc(-c2ccccc2)c1C(=O)NNC(=S)NC(=O)/C=C/c1ccccc1
  A = -1 | B = -2 | C = 1.7 | D = 0.4 | E = 1.6 | F = -44 | G = -18 | H = 3 | I = 4.0
smiles: OC(COCc1ccccc1)Cn1cnc2ccccc21 (centres undefined)
  A = -2 | B = 19 | C = 1.8 | D = 1.0 | E = -0.3 | F = -25 | G = -10 | H = 2 | I = 0.5
smiles: Cc1nc(CNC(=O)c2ccccc2OC2CCN(S(C)(=O)=O)CC2)cs1
  A = -1 | B = -12 | C = 3.8 | D = 0.6 | E = -0.3 | F = -4 | G = -4 | H = 6 | I = 0.4
smiles: N=C(N)SCc1nc2ccccc2c(=O)n1-c1ccccc1
  A = 5&4 | B = 13&-14 | C = -0.1&0.1 | D = -0.8&-0.2 | E = -0.1&-0.1 | F = 10&22 | G = -11&-17 | H = 6&8 | I = 1.4&0.9
smiles: Cc1cccc(COc2ccccc2/C=N/Nc2ccc([N+](=O)[O-])cc2)c1
  A = -3 | B = 21 | C = 2.0 | D = 0.0 | E = 1.1 | F = -19 | G = -12 | H = -2 | I = -0.1
smiles: O=C(Nc1ccccc1Cl)ON=C1c2ccccc2-c2ccccc21
  A = 3 | B = -31 | C = 0.0 | D = 1.5 | E = 0.1 | F = 5 | G = -1 | H = 4 | I = -1.6
smiles: Cc1nnc(-c2cnn(-c3ccccc3)c2N)n1Cc1ccccc1
  A = 1 | B = 14 | C = -0.7 | D = 1.3 | E = -0.1 | F = -5 | G = -12 | H = 6 | I = 1.6
smiles: CCCCCCCC(=O)NNC(=O)c1c(O)c2ccccc2n(CCC)c1=O
  A = 0 | B = -10 | C = 0.2 | D = -0.3 | E = 1.1 | F = -114 | G = -14 | H = 2 | I = 0.9
smiles: COc1ccc(N(CC(=O)N2CCCC(C)C2)S(=O)(=O)c2c(C)nn(C)c2C)cc1 (centres undefined)
  A = -4 | B = -5 | C = -3.7 | D = 0.0 | E = -0.2 | F = -2 | G = -20 | H = 6 | I = -0.3

Quoted at random: 4 entries already listed.
Screens by letter: A = Ba/F3 V617F tox; B = EP2 mod; C = S1P4 agonist; D = PERK inhibitor; E = TRPML3 ag; F = Calpain2 inh; G = S1P4 antag; H = BaF3 parental; I = zfTRPN1 agonist
smiles: Cc1onc(-c2ccccc2)c1C(=O)NNC(=S)NC(=O)/C=C/c1ccccc1
  A = -1 | B = -2 | C = 1.7 | D = 0.4 | E = 1.6 | F = -44 | G = -18 | H = 3 | I = 4.0
smiles: CN(C)C(=O)c1cccn1-c1ncc(C(F)(F)F)cc1Cl
  A = 0 | B = 10 | C = 1.3 | D = -0.3 | E = -0.5 | F = -22 | G = -17 | H = 0 | I = -0.4
smiles: Cc1ccc(-c2cccc(OC(=O)c3ccccc3F)c2)cc1
  A = -5 | B = 9 | C = 0.8 | D = 0.5 | E = 0.1 | F = -3 | G = 1 | H = 0 | I = -0.6
smiles: Cc1[nH]nc2c1C1(CCN(C(=O)c3ccccc3)CC1)C(C#N)=C(N)O2
  A = 4 | B = -5 | C = -0.3 | D = -0.1 | E = 1.1 | F = -1 | G = -9 | H = 3 | I = 0.4

Compounds were not picked by outcome. Share with any hit: about 3.6%.
